Screens deposited in PubChem BioAssay by Sanford-Burnham Center for Chemical Genomics.
LYP inhibition – inhibitors of LYP phosphatase, biochemical, fluorescence intensity, uHTS (AID 1779); inhibition, % at 11.5 µM, or IC50 in µM where a hit was titrated; recombinant LYP phosphatase, fluorescence intensity; higher % means a stronger effect; hit rate 0.054% among 290,000; in the data active = inhibition above about 50%;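 also: plate controls were vehicle with enzyme for no effect and no enzyme for full effect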
Numbers without * were called inactive.

molecule	LYP inhibition
CSc1ccc(CCNC(=O)c2cccc3c2C(=O)N(C2CCCCC2)C3)cc1	11%
CCCCCC(O)(c1ccc(OCC)cc1)C(CN1CCOCC1)c1ccccc1 (configuration not stated)	1%
CC1CCC(NC(=O)CCCn2sc3ccccc3c2=O)CC1 (configuration not stated)	1%
O=C(CCc1nnc2ccc(N3CCC4(CC3)OCCO4)nn12)NCc1ccc(F)cc1	-12%
Cc1ccccc1NC(=O)NNC(=O)c1ccc2ccccc2c1	-11%
Cn1c(SCC(=O)Nc2ccc3[nH]c(=O)[nH]c3c2)nnc1-c1ccccc1	-2%
O=[N+]([O-])c1ccccc1S(=O)(=O)NC1CCCCCCC1	-9%
Cc1ccc(C(O)(CNCc2ccccc2)c2ccccc2)cc1 (configuration not stated)	-9%
Cc1ccc(CNS(=O)(=O)c2cc(F)ccc2CN2C(=O)c3cccnc3C2=O)o1	-14%
COc1ccc([N+](=O)[O-])cc1NC(=O)C(C)OC(=O)C1CCCC1 (configuration not stated)	-7%
COc1ccc(NC(=O)Cn2c3ccccc3c3nc4n(c(=O)c32)CCS4)cc1OC	-6%
COc1ccc(CNC(=O)CCCC(=O)n2nc(C)c3ccccc32)cc1	-9%
COc1ccc(NC2CCCN(C(=O)c3cc4ncccn4n3)C2)cc1 (configuration not stated)	1%
COc1cccc2c(N/N=C/c3ccc(O)c(O)c3)cc(C)nc12	-1%
COc1ccccc1CNC(=S)Nc1ccc(S(N)(=O)=O)cc1	-4%

Random excerpt: 2 entries already listed, in no set order.
molecule	LYP inhibition
COc1cccc2c(N/N=C/c3ccc(O)c(O)c3)cc(C)nc12	-1%
COc1ccccc1CNC(=S)Nc1ccc(S(N)(=O)=O)cc1	-4%

Next section
molecule	LYP inhibition
COc1ccc(/C=N/NC(=O)c2cc[n+]([O-])cc2)cc1O	-5%
O=C(CC(Sc1ccc(Br)cc1)C(=O)O)c1ccc(F)cc1 (configuration not stated)	-3%
CCCc1nn2c(=O)cc(CSCC(=O)Nc3nnc(CC)s3)nc2s1	-1%
CN(C)N1C(N)=C(C#N)C(c2ccc(F)cc2)C2=C1CCCC2=O (configuration not stated)	-10%
Cc1ccc(NC(=O)CC2Oc3ccc(C)cc3NC2=O)c(C)c1 (configuration not stated)	-8%
C=CCNc1nc(N)c([N+](=O)[O-])c(Nc2ccccc2OC)n1	-4%
Cc1ccc(S(=O)(=O)CC(=O)N2CC(C)OC(C)C2)cc1 (configuration not stated)	-10%
Cc1ccc(S(=O)(=O)N2C(=O)CCC2C(N)=O)cc1 (configuration not stated)	-8%
CN1CC(=O)N/C1=N\C(=O)Nc1ccc(O)cc1	-9%
CC1CCCN(C(=O)c2cc(S(=O)(=O)N3CCCCC3)c[nH]2)C1 (configuration not stated)	-8%
CCN(CC)c1nc(-c2ccccc2)nc2ccccc12	-6%
Cc1ccc(SCCN2CCC(C)CCC2=O)cc1 (configuration not stated)	-11%
Cc1cccc(N(CC(=O)NC2CC3CCC2C3)S(=O)(=O)c2ccccc2)c1 (configuration not stated)	-6%
CC(=O)NC(CC(=O)N1CCN(C(C)=O)CC1)c1ccccc1 (configuration not stated)	-6%
COc1c(-c2ccc([N+](=O)[O-])cc2[N+](=O)[O-])c(=O)n(C)c(=O)n1C	-6%
COC(=O)c1ccc(COC(=O)c2cc3ccccc3oc2=O)cc1	-3%
Cc1cccc(OCCC(=O)Nc2ccccc2C(N)=O)c1	-7%
CCc1ccccc1NC(=O)COC(=O)c1cccs1	-4%
COc1cc(/C=C2/C(=O)NN(c3ccc(F)cc3)C2=O)cc(Cl)c1O	-4%
CCC1CCCCN1CCNC(=O)C1CCN(S(=O)(=O)c2cccc3nsnc23)CC1 (configuration not stated)	-9%
COc1ccccc1N(CC(=O)N/N=C(\C)c1ccccc1O)S(=O)(=O)c1ccc(C)cc1	-4%
COc1ccc2c(c1)c(C(=O)O)c(C)n2CCc1ccc(OC)c(OC)c1	-3%
Cc1ccccc1NC(=O)CCNS(=O)(=O)c1ccc2[nH]c(=O)oc2c1	-12%
COc1ccccc1NC(=O)C1CCCN(C(=O)NCc2ccccc2)C1 (configuration not stated)	-3%
CC(C)(C)C(=O)Nc1c2c(nn1-c1ccccc1)CSC2	-9%
CCOc1ccc(Cl)cc1C(c1c(C)[nH][nH]c1=O)c1c(C)[nH][nH]c1=O	-7%
O=c1c2cc(Br)ccc2nc(-c2ccccc2)n1O	-6%
Cc1c(CC(=O)O)c(=O)oc2cc3c(cc12)CCC(C)(C)O3	-15%
COc1cc(CNC(=O)CCC(=O)N2C[C@H]3C[C@H](C2)c2cccc(=O)n2C3)cc(OC)c1OC	-6%
Cc1cc(C)nc(N2CCCC(C(=O)NC3CC3)C2)n1 (configuration not stated)	-14%

Next part (two carried over from the part before).
molecule	LYP inhibition
COc1cc(CNC(=O)CCC(=O)N2C[C@H]3C[C@H](C2)c2cccc(=O)n2C3)cc(OC)c1OC	-6%
Cc1cc(C)nc(N2CCCC(C(=O)NC3CC3)C2)n1 (configuration not stated)	-14%
Cc1ccc(C(=O)N2CCN(Cc3nc4sc5c(c4c(=O)[nH]3)CCCC5)CC2)cc1	-1%
COc1cccc(OC)c1C(=O)N1CCN(C(=O)c2ccc(-c3ccccc3)cc2)CC1	-8%
C=CCSc1nsc(NC(=O)Nc2cccc(C(C)=O)c2)n1	-6%
CCOC(=O)C1CCN(C(=O)CCS(=O)(=O)Cc2ccccc2)CC1	-12%
Cc1ccc(CNC(=O)c2ccc(Cn3cc(-c4ccc(C)cc4)nc3-c3ccncc3)cc2)cc1	-2%
COCCNC(=O)CCC1CCN(Cc2ccc(-c3ccccc3)cc2)CC1	-4%
O=C(NN1CCOCC1)c1ccc([N+](=O)[O-])cc1	-8%
CCCn1c(C(C)Nc2nc(-c3ccc(C)cc3)cs2)nc2cc(Cl)c(Cl)cc21 (configuration not stated)	3%
COc1ccc(C(=O)Nc2nnc(S(=O)(=O)Cc3ccccc3)s2)cc1	-9%
Cc1ccc(Cn2cccc(NS(C)(=O)=O)c2=O)cc1	-3%
CCN(CC(=O)NCc1ccc(F)cc1)C(=O)c1ccc(Cl)cc1	-10%
CCCN1CCc2c(sc(NC(=O)c3ccc(S(=O)(=O)N(C)c4ccccc4)cc3)c2C(N)=O)C1	1%
COc1ccc(/C=N/NC(=O)c2ccc3c(c2)OCO3)cc1	-2%
CC(C)C[C@@H](C(=O)NC1CCN(Cc2ccccc2)CC1)N1C(=O)N2CCc3c([nH]c4ccccc34)[C@@]2(C)C1=O	-2%
CN(c1ccc(C(=O)N2CCOCC2)cc1)S(=O)(=O)c1cccs1	3%
Cc1ccc(C)c(OCc2cc(C(=O)NC(C)c3cnn(C)c3)no2)c1 (configuration not stated)	-7%
Cc1ccccc1CN1CCC(n2nccc2NC(=O)CCCc2ccccc2)CC1	0%
CCOC(=O)CCc1c(C)c2ccc3c(c2oc1=O)CN(CCCO)CO3	-48%
COc1ccc(NC(=O)c2cc3ccccc3o/c2=N\NS(=O)(=O)c2ccc(C)cc2)cc1	-17%
COc1ccc(OCC2NCCc3cc(OC)c(OC)cc32)cc1 (configuration not stated)	-6%
CCOC(=O)C/C(=N\Nc1ncnc2ccccc12)c1ccccc1	-1%
Cc1ccc(C(=O)c2c3ccc([N+](=O)[O-])cc3[n+]([O-])n2CCC(N)=O)cc1	-10%
Cc1cc(NC(=O)CSc2nc3c(cc2C#N)CCC3)no1	-7%
Cc1ccc(CNC(=O)C2CCN(S(=O)(=O)c3cccc4nonc34)CC2)cc1	2%
CCS(=O)(=O)c1ncc(Cl)c(C(=O)Nc2ccc(S(=O)(=O)N3CCCC(C)C3)cc2)n1 (configuration not stated)	-6%
CC1CC(C)CN(CCCNC(=O)c2cc3c(s2)-c2ccccc2OC3)C1 (configuration not stated)	-28%
CCOC(=O)c1ccc2[nH]c3c(c2c1)CCCC3	0%
O=C(NNC(=O)c1ccc(F)cc1)c1ccncc1	-10%
COc1ccc(Cc2nnc(NC(=O)Nc3ccccc3)s2)cc1OC	-4%
O=C(CCN1C(=O)/C(=C/c2cccs2)SC1=S)Nc1ccc(C(=O)O)cc1	-10%
CCCNC(=O)CCn1nc(-c2ccc(C)cc2)c2ccccc2c1=O	-6%
N#Cc1cc2cc3c(cc2nc1SCC(=O)N1CCOCC1)OCCO3	1%
CCC(=O)N1c2ccccc2NC2=C(C(=O)CC(C)(C)C2)C1c1ccc(O)c(OC)c1 (configuration not stated)	-8%
CCc1nonc1NC(=O)c1oc2ccc(F)cc2c1C	-11%
Cc1ccc(-c2onc3ccc(Br)cc23)cc1	-8%
CCOc1cccc(C2/C(=C(/O)c3ccc4c(c3)CC(C)O4)C(=O)C(=O)N2CCN2CCOCC2)c1 (configuration not stated)	-4%
COc1cccc(C(=O)NC2CCCc3c2cnn3-c2cc(C)cc(C)c2)c1 (configuration not stated)	-9%
CC(C)c1nnc2n1N=C(c1ccc(Cl)cc1)CS2	-10%
O=C(NC1CCCCNC1=O)c1ccccc1 (configuration not stated)	-8%
COc1ccccc1C(=O)NC(=S)Nc1cccc2cc(O)ccc12	5%
COc1cccc(NC(=S)NCc2ccc(F)cc2)c1	-9%
COc1ccc(C(NC(=O)CN2CCCCCC2)c2ccc(OC)cc2)cc1	-3%
CCCc1nnc(SCC(=O)Nc2ccc3c(c2)OCCO3)n1CCOC	-2%
O=C(NCC1CCCO1)c1nn2c(C(F)(F)F)cc(-c3cccs3)nc2c1Br (configuration not stated)	-11%
CCOc1ccc(N=C2NC(=O)CS2)cc1	-5%

Ordered by molecular weight (largest number first): three of the compounds above
molecule	LYP inhibition
CCCc1nnc(SCC(=O)Nc2ccc3c(c2)OCCO3)n1CCOC	-2%
N#Cc1cc2cc3c(cc2nc1SCC(=O)N1CCOCC1)OCCO3	1%
CC(C)c1nnc2n1N=C(c1ccc(Cl)cc1)CS2	-10%

Following part
molecule	LYP inhibition
CCN(CC(=O)Nc1ccc(NC(C)=O)cc1)C(=O)Cc1ccccc1F	-3%
CCC(=O)N1c2ccc(S(=O)(=O)NCc3ccco3)cc2CC1C (configuration not stated)	-9%
CCOC(=O)c1c(C)[nH]c(C)c1S(=O)(=O)NCCc1ccco1	-7%
COc1cc(C(=O)Nc2ccc(C)cc2C(NCC(=O)NN)c2ccccc2)cc(OC)c1OC (configuration not stated)	0%
CC(=O)Oc1ccccc1C(=O)Nc1ccccc1C(=O)N1CCCCC1	-14%
CCOC(=O)c1c(NC(=O)Cc2ccccc2)sc2c1CCN(C)C2	-8%
Cc1ccc(SCc2ccc(C(=O)Nc3nccs3)o2)cc1	-6%
CN(C)CCCNC(=O)C1(O)c2cc(Br)ccc2NC(=O)N1c1ccc(Cl)cc1 (configuration not stated)	-6%
COc1ccc(-n2cnc3cc(C(=O)NCC4CCCO4)ccc32)cc1 (configuration not stated)	-9%
CCOCCOC(=O)Cn1cnc2scc(-c3ccc(C)cc3)c2c1=O	-10%
CC1=C(C(=O)OCc2ccccc2)C(c2ccc(Cl)cc2)NC(=O)N1C (configuration not stated)	-4%
COCCN1C(=O)N(c2cccc(OC)c2)C(=O)C1CC(=O)Nc1ccc(OC)cc1 (configuration not stated)	-11%
O=S(=O)(c1cccc(Cl)c1)N1CN(CC2CCCO2)c2nc3ccccc3nc21 (configuration not stated)	-2%
Cc1cc(-c2ccc(C(C)C)c(S(=O)(=O)Nc3ccccn3)c2)on1	-5%
CCN1CCN(c2ncnc3sc(C)c(-c4ccccc4)c23)CC1	-8%

Nothing new here: an excerpt of the list.
molecule	LYP inhibition
CCOC(=O)c1c(C)[nH]c(C)c1S(=O)(=O)NCCc1ccco1	-7%
COc1cc(C(=O)Nc2ccc(C)cc2C(NCC(=O)NN)c2ccccc2)cc(OC)c1OC (configuration not stated)	0%
CC(=O)Oc1ccccc1C(=O)Nc1ccccc1C(=O)N1CCCCC1	-14%

Next entries
molecule	LYP inhibition
CCCCC[C@H]1CN(C2CCCCC2)C(=O)[C@@H]1CC(=O)NCc1ccc(OC)cc1	-5%
COc1ccc(N(C(=O)c2ccco2)C(C(=O)NC2CCCC2)c2ccc(C)cc2)c(OC)c1 (configuration not stated)	-16%
Clc1cccc(C2Nc3cccc4cccc(c34)N2)c1Cl	0%
Cc1ccc(S(=O)(=O)NCCC(=O)Nc2ccc(S(=O)(=O)NC(C)C)cc2)cc1	-3%
CC(Oc1cc2oc(=O)cc(-c3ccccc3)c2cc1Cl)C(=O)NCC1CCC(C(=O)O)CC1 (configuration not stated)	-2%
NNC(=O)[C@H](Cc1ccccc1)NC(=O)NCCc1ccccc1	-5%
COc1ccccc1N(CC(=O)N1CCN(c2ccc(F)cc2)CC1)S(=O)(=O)c1ccc(C)cc1	-10%
CCc1ccccc1N(CC(=O)NC1CCCCC1)C(=O)CCC(=O)Nc1ccccn1	-4%
O=C(CCN1C(=O)S/C(=C\c2ccc(Cl)cc2)C1=O)Nc1ccc(C(=O)O)cc1	-9%
CCOc1ccc(C2C(C(=O)c3ccc(C)o3)=C(O)C(=O)N2c2cc(C)on2)cc1OC (configuration not stated)	-5%
CC(=O)c1cccc(N=Cc2c(O)ccc3ccccc23)c1	-8%
Cc1ccc2c(c1)N(C)/C(=C/c1cccc[n+]1C)S2	-2%
Cc1ccc(NC(=O)C2C3CCCCC32)cc1[N+](=O)[O-] (configuration not stated)	-5%
COc1cc(NC(=O)c2cccs2)c(OC)cc1NC(=O)Cc1ccccc1	-9%
Cc1cc(C(F)F)nn1CC(=O)NC1CCCCCC1	-12%
COc1ccc(CCNS(=O)(=O)c2ccc(Cl)cc2)cc1OC	-6%
Cc1cc(C(=O)Nc2cccc([N+](=O)[O-])c2C)cs1	-8%
CC(C)(C)Cc1nnc(NC(=O)c2ccc3c(c2)OCO3)s1	-3%
COc1cc(C(c2c(C)n(C)n(-c3ccccc3)c2=O)c2c(C)n(C)n(-c3ccccc3)c2=O)cc(Br)c1O	-8%

This is a subset (hit frequency here may not be typical).
